# KinaseGlo FLuc: counter-screen: inhibitors of Kinase-Glo firefly luciferase; Q27757; Kinase-Glo luciferase, ATP luminescence, 8 min; Potency, µM (top dose mostly 38.3 µM), for inactives: top-dose activity change, negative = inhibition, usual class: inhibitors; 0.28% of 200,000 active; AID 1379; further: potency means the concentration at half of the fitted maximal effect; on the % scale 0 is the no-effect control and ±100 the full control effect; nearly all actives have a fitted effect of over 60% in size
#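 Recombinant Kinase-Glo luciferase, 10 uM ATP (linear range), luciferin; imidazole pH 7.2 / KCl / MgCl2 / Tween / BSA buffer; 8 min RT; luminescence.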
# Lamin A splicing: modulators of lamin A splicing | Potency, µM (highest dose often 46.1 µM), for inactives: at the highest dose ratio change, negative = inhibition, usual class: inhibitors | AID 1487 | HeLa LMNA splicing GFP/RFP minigene ratio, 48 h | 0.01% of 200,000 active; active means well fitted inhibition curve with a large enough effect in the signal ratio, with a control signal flat, not every such curve was filed as active; inconclusive means small, poorly fitted or top-dose-only effect, or effect the other way, or a change in a side signal; the % refers to the signal ratio; further: potency means the concentration at half of the fitted maximal effect; on the % scale 0 is the no-effect control and ±100 the full control effect
#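 Read-out is the ratio of GFP to DsRed2 object intensity, acquired by 488 nm laser-scanning cytometry on HeLa lamin A-EGFP minigene reporter cells. Compound incubation 48 hrs at 37 °C in Opti-MEM with 2% FBS; DMSO 0.5% final.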
# NPSR antag: antagonists of human neuropeptide S receptor cAMP signaling. CHO-NPSR cells, cAMP TR-FRET, antagonist mode. Q6W5P4. AID 1461. 1% of 220,000 active. Potency, µM (top dose mostly 38.3 µM), without a hit: top-dose activity change, negative = inhibition, actives largely listed as inhibitors; further: potency means the concentration at half of the fitted maximal effect; on the % scale 0 is the no-effect control and ±100 the full control effect; nearly all actives have a fitted effect of over 50% in size; many of its hits are not listed in these tables
# Target sequence (Q6W5P4 whole entry, looked up): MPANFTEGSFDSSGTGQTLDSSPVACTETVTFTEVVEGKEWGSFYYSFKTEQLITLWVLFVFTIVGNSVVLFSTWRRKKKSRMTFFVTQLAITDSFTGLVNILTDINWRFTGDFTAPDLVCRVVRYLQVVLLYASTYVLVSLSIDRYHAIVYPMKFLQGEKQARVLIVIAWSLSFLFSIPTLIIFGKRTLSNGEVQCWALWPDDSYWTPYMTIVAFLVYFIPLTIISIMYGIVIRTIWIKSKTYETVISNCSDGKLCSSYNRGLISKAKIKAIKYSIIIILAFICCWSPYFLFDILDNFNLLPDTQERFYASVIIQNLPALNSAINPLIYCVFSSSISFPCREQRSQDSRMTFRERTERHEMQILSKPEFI
# Epigenetic derep: epigenetic control regulation, reporter derepression; murine LDR cells, GFP reporter derepression, 30 h; Potency, µM (titrated, usually from 53.9 µM), for the others: at the top dose GFP activation, usual class: activators; 0.2% of 280,000 active; further: potency means the concentration at half of the fitted maximal effect; % of control where 0% means no effect; nearly all actives have a fitted effect of over 60% in size
#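 Readout is the number of GFP-expressing murine LDR cells, counted by cytometry following washing. Cells were treated with compound for 30 h at 37 C; the stably integrated CMV-GFP locus is normally silent.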
# IMPase Li cell: IMPase inhibition in cells with lithium potentiation. CHO-M1 cells, IP1 TR-FRET (IP-One), carbachol + lithium. 0.35% of 210,000 active. AID 1457. Potency, µM (top dose mostly 59.4 µM), inactives show at the highest dose activity, negative = IMPase inhibition, usual class: inhibitors;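 further: IP1 builds up when IMPase is blocked and the TR-FRET signal falls; potency means the concentration at half of the fitted maximal effect; plate controls were basal vehicle for no effect and high inhibitor control for full effect; nearly all actives have a fitted effect of over 50% in size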
#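 CHO cells stably expressing M1 receptor (2000/well) were cultured 16–30 h, then exposed to compounds with a small lithium addition for 30 min at 37C. IP1 was measured by TR-FRET competition; AC50 from Hill fits.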
# CBFb RUNX1 block: blocks binding between human CBF-beta and RUNX1; Potency, µM (highest dose often 59.8 µM), for inactives: at the top dose activity, negative = inhibition, actives largely listed as inhibitors; AID 1477; AlphaScreen CBFb-His/RUNX1-biotin binding, biochemical; 230,000 tested, under 10 active; Q01196+Q13951; further: % of control where 0% means no effect
# Target sequence (Q01196 whole entry, looked up): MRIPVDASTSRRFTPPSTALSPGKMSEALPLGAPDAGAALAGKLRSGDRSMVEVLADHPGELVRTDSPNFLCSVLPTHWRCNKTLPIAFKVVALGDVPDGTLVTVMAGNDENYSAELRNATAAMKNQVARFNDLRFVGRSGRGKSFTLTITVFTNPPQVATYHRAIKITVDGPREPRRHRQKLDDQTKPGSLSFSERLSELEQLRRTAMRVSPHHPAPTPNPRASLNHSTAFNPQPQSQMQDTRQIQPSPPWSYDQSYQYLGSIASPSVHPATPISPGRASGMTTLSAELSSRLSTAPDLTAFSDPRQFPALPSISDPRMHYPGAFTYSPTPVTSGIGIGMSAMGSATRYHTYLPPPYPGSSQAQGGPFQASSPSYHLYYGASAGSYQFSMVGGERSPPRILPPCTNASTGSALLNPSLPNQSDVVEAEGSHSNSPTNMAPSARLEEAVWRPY
# Target sequence (Q13951 whole entry, looked up): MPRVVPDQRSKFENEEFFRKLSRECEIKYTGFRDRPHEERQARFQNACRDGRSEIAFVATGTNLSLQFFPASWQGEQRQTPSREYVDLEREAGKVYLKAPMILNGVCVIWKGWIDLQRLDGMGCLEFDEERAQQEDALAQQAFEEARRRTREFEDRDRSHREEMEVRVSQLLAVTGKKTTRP
#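 Inhibition was taken as any reduction in AlphaScreen signal from the CBF-beta–RUNX1 pair (His and biotin tags, 30 nM each), measured after compound (15 min) and bead (90 min) incubations at room temperature.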
# GLA spleen mod: inhibitors or activators of human alpha-galactosidase in spleen homogenate; P06280; human spleen homogenate, 4MU-alpha-Gal fluorescence, 40 min; Potency, µM (highest dose often 80 µM), for inactives: at the highest dose activity change, negative = inhibition, usual class: inhibitors; 0.008% of 240,000 active; AID 2107;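 further: potency means the concentration at half of the fitted maximal effect; 0% = enzyme with vehicle and -100% = no enzyme basal signal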
#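 Fluorogenic readout (Ex 365/Em 440 nm) of 4-methylumbelliferone released from 1 mM 4-MU-alpha-galactoside by spleen homogenate, 40 min at 37C, pH 5.0. Data normalized to no-enzyme and enzyme controls; Hill-equation AC50 from compound titrations.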
# * = called active by the depositor; ? = inconclusive; . = not tested or not shown; & = joins results of further samples; [ ] = dose if it differs, or a comment. Unless noted, the call rests on the fitted dose curve; in most records, active means well fitted curve in the direction sought with a large enough effect; inconclusive means small, poorly fitted or top-dose-only effect, or another doubt; inactive means no such curve, though single readings can be large; an effect the other way counts as inactive or inconclusive. Some of the compounds tested. The share of hits here may be higher or lower than overall.
mol,KinaseGlo FLuc,Lamin A splicing,NPSR antag,Epigenetic derep,IMPase Li cell,CBFb RUNX1 block,GLA spleen mod
Cc1ccc(S(=O)(=O)N(C)C)cc1NC(=O)C(C)Sc1ccccc1 (stereo not given),-1%,.,5%,-0.8%,-7%,3%,-6%
COc1cc(OC)c(NC(=S)NCc2ccc(F)cc2)cc1Cl,3%,-11%[46 µM],-17%,-0.1%,-7%,9%,-7%
CC1=CC(=NOC(=O)c2cccc([N+](=O)[O-])c2)C=C(C)C1=O,-2%,-8%,-4%[46.1 µM],?,25%[38.3 µM],6%,-7%
CCCCC/C=C\C/C=C\CCCCCCCCCC(=O)O,1%,.,.,1.1%&-0.1%,-7%&9%,6%&19%,-16%&-7%
O=c1cc(N2CCCCC2)c(-c2ccccc2)nn1Cc1ccc(Cl)cc1Cl,2%,?,?,6.0%,37%[activator][38.3 µM],-2%,15%
c1ccc(-n2ncc3cccnc32)cc1,.,.,-16%,-1.0%,.,0%,1%
Oc1ccc(/C=N/NC(=S)Nc2cccnc2)cc1,.,.,-6%,-0.1%,.,3%,2%
Nc1ccccc1C(=O)NCc1ccccc1,-4%,22%,-8%[46.1 µM],-1.0%,3%[38.3 µM],1%,7%
O=C(c1oc2ccccc2c1CSCc1ccccc1)N1CCN(c2ncccn2)CC1,0%,?,?,3.9%,25%[38.3 µM],4%,-14%
COc1ccc(/C=C2\COc3ccccc3C2=O)cc1OC,3%,?,12%,?,8%,8%,1%
CCOC(=O)CSc1nc2ccccc2c(=O)n1CC,4%,-7%,-10%[46.1 µM],-2.1%,16%[38.3 µM],9%,4%
CCSc1ccc(C(=O)Nc2cccc(C)n2)cc1[N+](=O)[O-],-3%,?,9%,0.0%,3%,-1%,-13%
c1ccc(OCCOCCN2CCc3ccccc3C2)cc1,0%,-13%,-1%,1.5%,14%,2%,-2%
Cc1ccc(/C=N/n2c(-c3cccc(Cl)c3)n[nH]c2=S)o1,.,.,5%,0.0%,.,-4%,1%
CCOC(=O)c1c(C)c(C(=O)NCCCOC(C)C)c(C)n1C,0%,-11%,2%[46.1 µM],0.9%,6%,7%,-3%
CC(C)N(C(=O)COC(=O)c1cccc(C(=O)OCC(=O)N(C(C)C)C(C)C)n1)C(C)C,1%,?,8%,2.9%,-7%,-8%,4%
Cc1ccc(S(=O)(=O)Oc2ccc(/C=N/N=C3/NC(=O)C(CC(=O)O)S3)cc2)cc1 (stereo not given),-1%,-7%[46 µM],3%,1.3%,-2%,-2%,-1%
COc1ccc(NC(=O)Cn2c(-c3ccccc3)cn(-c3ccc(C)cc3)c2=O)cc1,17%,9%,-20%[46.1 µM],-2.4%,20%[38.3 µM],-7%,-3%
COc1ccc(OCCNC(=O)c2ccccc2OCC(=O)Nc2ccc(NC(C)=O)cc2)cc1,-3%,?,11%,-1.0%,11%,13%,-1%
Cc1[nH][nH]c(=O)c1C(c1ccc2c(c1)OCO2)c1c(C)[nH][nH]c1=O,2%,.,15%,-3.5%,0%,-2%,-1%
COc1ccc(OC)c(/C(O)=C/C(=O)C(=O)Nc2cc(C)cc(C)c2)c1,0%,5%,-13%[46.1 µM],-1.4%,31%[38.3 µM],-5%,4%
COc1ccc(C(=O)NCC(=O)N=Nc2c(O)n(C)c3ccccc23)cc1OC,.,.,?,1.3%,.,-2%,6%
O=C(N/N=C/c1ccc([N+](=O)[O-])o1)c1ccc(NS(=O)(=O)c2cccs2)cc1,.,.,38%,?,.,-4%,5%
CCN1CCN(CC2CC3C=CC2C3)CC1 (stereo not given),0%,-14%,25%,1.0%,8%,-6%,7%

# Sorted by the number under IMPase Li cell (descending): some entries from above.
SMILES	Lamin A splicing	NPSR antag	IMPase Li cell	CBFb RUNX1 block
c1ccc(OCCOCCN2CCc3ccccc3C2)cc1	-13%	-1%	14%	2%
COc1ccc(OCCNC(=O)c2ccccc2OCC(=O)Nc2ccc(NC(C)=O)cc2)cc1	?	11%	11%	13%
CCOC(=O)c1c(C)c(C(=O)NCCCOC(C)C)c(C)n1C	-11%	2%[46.1 µM]	6%	7%

# Next results.
mol,KinaseGlo FLuc,Lamin A splicing,NPSR antag,Epigenetic derep,IMPase Li cell,CBFb RUNX1 block,GLA spleen mod
CC(C)NS(=O)(=O)c1ccc(NC(=O)C2CC3C=CC2C3)cc1 (stereo not given),3%,8%,1%[46.1 µM],0.8%,-7%[38.3 µM],0%,-3%
COCc1nnc(NC(=O)CCN2C(=O)c3ccccc3C2=O)s1,0%,15%,-13%[46.1 µM],1.0%,18%[38.3 µM],-2%,2%
Cc1cc([N+](=O)[O-])cc2c1-c1ncccc1C2=Nc1ccccc1,-1%,-2%,9%,-0.9%,5%,0%,-7%
O=C(c1ccco1)N1CCN=C1SCc1ccccc1Cl,-4%,-12%,-9%[46.1 µM],-3.6%,1%[38.3 µM],-4%,9%
C#CCOCCOCCOCCNc1nc(N2CCN(C(=O)[C@H](Cc3cc4ccccc4[nH]3)n3cc([C@@H](N)C(C)CC)nn3)CC2)nc(N2CCN(C(=O)[C@H](Cc3cc4ccccc4[nH]3)n3cc([C@@H](N)Cc4ccc(O)cc4)nn3)CC2)n1 (stereo not given in full),.,.,?,1.5%,7%,?,-10%
O=C(O)c1cc(-c2cccnc2)nn1-c1ccccn1,11%,3%,-3%[46.1 µM],-0.7%,-20%[38.3 µM],4%,-3%
COc1ccc(OCC(=O)Nc2ccc(C)c(S(=O)(=O)N(C)C)c2)cc1,3%,-23%[46 µM],-1%,-6.6%,1%,-3%,-3%
O=C(O)Cn1ncn(-c2ccc(OC(F)(F)F)cc2)c1=O,4%,-23%[46 µM],11%,-1.5%,1%,7%,2%
COc1ccc(-c2c(C)n([O-])c3c([n+]2=O)CCCC3)cc1,1%,-4%,-4%[46.1 µM],-1.1%,-4%[38.3 µM],-1%,-9%
Cc1ccccc1N(CC(=O)Nc1ccccc1C(=O)NCc1ccco1)S(=O)(=O)c1ccccc1,2%,?,-16%[46.1 µM],0.0%,6%,-11%,0%
CC12CNCC(C)(CN(C3(O)C(=O)Nc4ccc(Br)cc43)C1)C2=O (stereo not given),2%,.,12%,0.0%,0%,0%,-6%
O=C(CCl)Nc1ccc(N2CCCCCC2)cc1,-6%,?,-21%,-1.1%,11%,-12%,-1%
NNC(=O)c1csc(-c2ccccc2)n1,.,.,-12%,0.5%,.,6%,0%
CCOc1cccc(SCc2noc(C(=O)NCCOC)c2C(=O)O)c1,7%,-5%,-4%[46.1 µM],-3.0%,-10%[38.3 µM],-1%,-13%
CCOC(=O)c1c(NC(=O)c2c(Br)cnn2CC)sc(C)c1C,4%,-5%,14%[46.1 µM],-1.0%,-11%,1%,0%
CC[C@H](C)[C@H](NC(N)=O)C(=O)Nc1ccc(S(=O)(=O)NC(C)C)cc1,.,.,-41%,-4.3%,.,6%,-3%
O=C(COc1ccc2c(c1)OCO2)Nc1ccccc1F,?,-5%[46 µM],1%,-0.1%,4%,5%,6%
COC(=O)c1ccccc1NC(=O)c1ccc(COc2ccccc2)o1,-3%,?,?,0.7%,12%[38.3 µM],?,5%
Cc1ccc(C)c(OCc2nc3ccccc3[nH]2)c1,-5%,29%[46 µM],-10%,-0.4%,-8%,11%,7%
COc1ccc(OC)c(NC(=O)CSc2ccc3ccccc3c2)c1,.,?,-9%[46.1 µM],-1.0%,.,2%,-5%
Cc1nnsc1NC(=O)OCc1ccccc1Cl,-4%,-8%,1%[46.1 µM],-0.4%,-8%[38.3 µM],5%,-5%
O=C(c1ccc(-c2ccc([N+](=O)[O-])cc2Cl)o1)N1CCOCC1,0%,1%[9.22 µM],-12%,-0.8%[10.1 µM],2%,-10%,-10%
COc1ccc(-n2c(C)cc(C3=NNC(=NC4CC4)SC3)c2C)cc1,-6%,-20%[46 µM],-12%,2.9%,3%,-26%,-1%
CC(=O)N1CC=C2C(C#N)=C(N)C(C#N)(C#N)C(C)C2C1 (stereo not given),0%,3%,-8%[46.1 µM],-2.1%,2%[38.3 µM],8%,-17%

# An excerpt taken from the entries so far:
mol,KinaseGlo FLuc,Lamin A splicing,NPSR antag,Epigenetic derep,IMPase Li cell,CBFb RUNX1 block,GLA spleen mod
NNC(=O)c1csc(-c2ccccc2)n1,.,.,-12%,0.5%,.,6%,0%
CCOc1cccc(SCc2noc(C(=O)NCCOC)c2C(=O)O)c1,7%,-5%,-4%[46.1 µM],-3.0%,-10%[38.3 µM],-1%,-13%

# The listing continues:
mol,KinaseGlo FLuc,Lamin A splicing,NPSR antag,Epigenetic derep,IMPase Li cell,CBFb RUNX1 block,GLA spleen mod
COc1cc(S(N)(=O)=O)c(OC)cc1N,.,11%[46 µM],-18%,1.1%,.,8%,-3%
O=S(=O)(Nc1ccc2c(c1)OCCO2)c1ccc(Br)s1,3%,?,-10%[46.1 µM],1.6%,4%[38.3 µM],-1%,0%
COc1ccccc1N1CCN(CC(=O)N(CC(C)C)c2c(N)n(CC(C)C)c(=O)[nH]c2=O)CC1,-1%,10%[46 µM],6%,2.5%,-19%,8%,-10%
COc1cccc(CNC(=O)CCN2C(=S)NC(C)(C)CC2C)c1 (stereo not given),3%,11%[46 µM],8%,-0.6%,-3%,7%,-4%
CCOc1ccc(NC(=O)c2cccc3c2C(=O)N(CCOC)C3)cc1,-3%,6%,-11%[46.1 µM],1.6%,33%[38.3 µM],0%,7%
CCn1c(SCC(=O)c2ccccc2)nnc1-c1cnccn1,-2%,12%,13%[46.1 µM],0.0%,15%[38.3 µM],5%,2%
COC(=O)c1c(NC(=S)Nc2ccc(C(=O)N3CCOCC3)cc2)sc2c1CCC2,-1%,.,-48%,-0.2%,?,18%,0%
CC(NC(=O)COC(=O)[C@@H]1CCCN1S(=O)(=O)c1ccccc1F)C12CC3CC(CC(C3)C1)C2 (stereo not given in full),2%,-6%,-29%,-1.1%,2%,-9%,6%
C/C(=N\NC(=S)NCCc1ccccc1)c1ccc(C)cc1,0%,?,?,-1.9%,27%,-6%,-2%
COc1ccc(/C=C/C(=O)c2nc3ccccc3n2CC(=O)c2ccc(OC)cc2)cc1,-3%,?,-30%[46.1 µM],-1.0%,1%[38.3 µM],-16%,4%
Cc1ccc2oc(=O)c3cnn(CC(=O)N4CCN(c5ccccn5)CC4)c3c2c1,1%,-1%,-10%[46.1 µM],0.2%,-1%[38.3 µM],-6%,4%
N#Cc1c(Nc2ccccc2Cl)s[nH]c1=O,.,.,54%,?,.,10%,-7%
CCOc1ccccc1C(=O)Nc1nnc(SCC(=O)N2CCOCC2)s1,3%,.,17%,0.0%,-3%,6%,6%

# Screening results deposited in PubChem by National Center for Advancing Translational Sciences (NCATS).
